# Compound activity deposited in PubChem BioAssay by several laboratories.
# Rac1 mut GTP: alters GTP binding to activated mutant human Rac1; P63000; GST-Rac1 activated beads, fluorescent GTP binding, flow cytometry; actives lie on both sides; 100% means binding = to untreated wells; percent activity (GTP binding), % at 10 µM; 190,000 compounds, 0.11% hits; AID 764;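 active = GTP binding at least 20 percentage points away from the 100% baseline, in either direction, so actives lie on both sides; inconclusive = Compound likely fluorescent itself, or too few beads counted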
# Mcl1-Bid inh: disrupts binding of human Mcl-1 to Bid peptide. Q07820. TR-FRET Mcl-1/Bid-Dy647 peptide binding, 1536-well. inhibition, % at 21.7 µM. 220,000 compounds, 0.97% hits. AID 1021;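 active = compounds that cut the binding signal by more than half at the single screening dose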;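 note: His-tagged Mcl-1 with europium anti-His antibody binding Bid BH3 peptide; 0% = Mcl-1 plus peptide wells and 100% = peptide-only wells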
# Target sequence (Q07820 whole entry, looked up): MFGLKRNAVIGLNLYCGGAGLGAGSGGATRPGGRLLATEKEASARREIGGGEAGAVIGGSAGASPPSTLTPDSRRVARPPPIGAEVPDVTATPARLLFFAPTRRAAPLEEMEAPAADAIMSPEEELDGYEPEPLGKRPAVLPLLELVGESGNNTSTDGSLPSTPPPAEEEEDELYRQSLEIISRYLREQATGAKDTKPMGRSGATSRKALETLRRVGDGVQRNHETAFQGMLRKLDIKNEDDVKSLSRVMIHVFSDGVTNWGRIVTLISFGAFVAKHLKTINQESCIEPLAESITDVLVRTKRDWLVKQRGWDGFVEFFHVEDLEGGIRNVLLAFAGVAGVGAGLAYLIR
# Mcl1-Noxa inh: disrupts binding of human Mcl-1 to Noxa peptide; Q07820; TR-FRET Mcl-1/Noxa peptide binding, 2 h; inhibition, % at 21.7 µM; 220,000 compounds, 1.5% hits;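 active = compounds that cut the protein-peptide binding signal by more than 50% relative to plate controls in a single-dose test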;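 note: His-tagged Mcl-1 with rhodamine Noxa BH3 peptide and terbium anti-His antibody; 0% = Mcl-1 plus Noxa peptide wells and 100% = peptide-only wells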
# Mcl-1 Bim block: human Bim-Mcl-1 interaction inhibition | inhibition, % at 10 µM | Bead-based flow cytometry, Bim peptide-Mcl-1 binding | 190,000 compounds, 0.1% hits | AID 1009; in the data active = inhibition above about 40%;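 note: 0% = no compound tracer wells and 100% = peptide blocker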
# HRas wt GTP bind: changes GTP binding to wildtype human HRas. P01112. GST-Ras wt beads, Bodipy-FL-GTP binding, flow cytometry; actives lie on both sides. GTP binding activity, % at 10 µM. 190,000 compounds, 0.14% hits. AID 759;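 active = GTP binding activity at least 20% away from the 100% baseline, either lowered as inhibitor or raised as activator; inconclusive = flagged as likely green fluorescent, judged across all proteins in the well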;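 note: 0% = unlabeled GTP competition control and 100% = no-compound control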
# Target sequence (P01112 whole entry, looked up): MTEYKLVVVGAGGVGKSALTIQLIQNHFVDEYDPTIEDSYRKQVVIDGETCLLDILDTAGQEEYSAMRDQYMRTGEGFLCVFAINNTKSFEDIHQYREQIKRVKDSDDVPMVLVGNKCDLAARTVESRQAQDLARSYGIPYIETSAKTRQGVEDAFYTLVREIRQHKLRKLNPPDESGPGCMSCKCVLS
# Rab2 wt GTP: changes GTP binding to wildtype dog Rab2A, up or down; P61105; GST-Rab2 wt beads, Bodipy-GTP binding, flow cytometry; GTP binding activity, % at 10 µM; 190,000 compounds, 0.19% hits; AID 760;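 active = GTP binding activity at least 20 points away from 100%, either lowered or raised; inconclusive = signal likely due to the compound's own green fluorescence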;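 note: 0% = beads with excess unlabeled GTP and 100% = no-compound control corrected for plate trend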
# RGS8-Gao: human RGS8-Galphao interaction regulation | response (percent of control binding), % at 10 µM | 220,000 compounds, 0.34% hits | multiplexed bead flow cytometry, RGS8-Galphao binding; actives lie on both sides | AID 1423; in the data active = response below about 60% or above about 140%; inactive = in between;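 note: Galphao activated as the GDP aluminium fluoride complex binding bead-coupled RGS8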
# Rac1 wt modul: alters GTP binding to wildtype human Rac1. P63000. GST-Rac1 beads, fluorescent GTP binding, flow cytometry; actives lie on both sides; 0 = cold GTP competed, 100 = untreated. GTP binding activity (% of control), % at 10 µM. 190,000 compounds, 0.27% hits;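 active = GTP binding activity at least 20 points away from the 100% control level, either lower or higher; inconclusive = compound flagged as likely green fluorescent, judged across all proteins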
# Pf gamet viab: inhibitors of late stage P. falciparum gametocyte viability; P. falciparum stage V gametocytes, ATP luminescence, 24 h; inhibition, % at 10.9 µM; AID 743093; 150,000 compounds, 0.065% hits;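 active = inhibition above the mean plus 3 SD of compounds within the control limits, set per campaign, cut at about 38% in these data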;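 note: 0% = DMSO wells and 100% = medium only without gametocytes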
# Cdc42 wt: changes GTP binding to wildtype human Cdc42; 190,000 compounds, 0.2% hits; AID 761; GST-Cdc42 beads, Bodipy-GTP binding, flow cytometry; actives lie on both sides; P60953; percent activity (GTP binding), % at 10 µM;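 active = percent activity GTP binding at least 20 points away from the 100% baseline, either down as inhibitor or up as activator; inconclusive = compound flagged as likely green fluorescent from well-wide comparison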;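 note: median bead fluorescence of bound Bodipy-FL-GTP at 100 nM; 0% = excess unlabeled GTP control and 100% = no compound control; below 100% means less GTP binding so inhibitor and above means activator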
# Target sequence (P60953 whole entry, looked up): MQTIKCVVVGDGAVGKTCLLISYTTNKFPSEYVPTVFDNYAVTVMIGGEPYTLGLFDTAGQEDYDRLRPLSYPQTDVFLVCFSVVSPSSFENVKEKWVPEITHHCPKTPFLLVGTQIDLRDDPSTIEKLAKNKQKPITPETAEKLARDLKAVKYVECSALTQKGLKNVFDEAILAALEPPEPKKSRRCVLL
# Rab7 wt modul: dog Rab7 wildtype GTP binding, inhibitors and activators. 190,000 compounds, 0.055% hits. AID 758. GST-Rab7 beads, fluorescent GTP binding, flow cytometry; actives lie on both sides; untreated = 100%, excess cold GTP = 0%. GTP binding activity (percent of control), % at 10 µM;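 active = fluorescent GTP binding to Rab7 beads changed by at least 20 points from the 100% baseline, either direction, mostly lower; inconclusive = compound itself probably fluorescent, or too few beads counted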;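 note: median green fluorescence of bound Bodipy-FL-GTP per Rab7 bead population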
# An asterisk follows results filed as active; ? = inconclusive; nt = not tested or not shown; [ ] = another dose, or the depositor's remark.
SMILES,Rac1 mut GTP,Mcl1-Bid inh,Mcl1-Noxa inh,Mcl-1 Bim block,HRas wt GTP bind,Rab2 wt GTP,RGS8-Gao,Rac1 wt modul,Pf gamet viab,Cdc42 wt,Rab7 wt modul
Cc1cc(NC(=O)c2ccccc2NS(=O)(=O)c2c(C)c(C)cc(C)c2C)no1,100,9,13,-1,102,100,100,105,nt,100,101
FC(F)(F)c1ccc(Nc2nnnc3ccccc23)cc1,95,-9,12,2,98,101,102,101,14,99,96
CC(C)N(CCO)C(=O)C(c1ccccc1)c1ccccc1,101,3,-7,-1,101,101,101,102,nt,103,99
CNc1nc2ccccc2n(C)c1=O,93,-1,-8,-1,96,95,100,96,nt,100,89
Cc1ccc(-c2nn(C(C)(C)C)c3ncnc(N)c23)cc1,97,6,6,0,99,98,100,98,nt,98,99
OC(CN1CCN(Cc2ccccc2)CC1)c1ccc(F)cc1 (stereo not given),99,2,28,-2,99,101,101,103,11,96,98
O=C(NCc1ccco1)C1CCN(c2nc3ccccc3n2Cc2ccccc2F)CC1,95,-10,5,0,97,98,100,93,nt,95,97
CCOC(=O)c1ccc(NC(=O)C(CC)CC)cc1,96,-9,6,0,97,97,103,97,-18,93,100
COC(=O)CN1C(=O)COc2ccc(Cl)cc21,99,3,-14,-1,98,100,105,99,nt,99,97
COc1cccc(CN2CCN(C(=O)c3ccc(-c4ccccc4)cc3)CC2)c1OC,94,17,32,2,96,97,97,99,3,96,98
O=C(NC(=S)Nc1nc2ccccc2s1)c1cccs1,98,-24,35,-3,99,96,103,100,7,97,100
COc1ccc(-n2c(Cc3cccn3C)nnc2SCC(=O)NC2CCCC2)cc1,98,-36,-1,0,99,98,98,97,nt,97,100
Cc1[nH]nc2c1C1(C(=O)Nc3ccc([N+](=O)[O-])cc31)C(C#N)=C(N)O2 (stereo not given),105,2,17,0,106,105,102,109,nt,104,106
CCOC(=O)c1nnc(-c2ccccc2)nc1N1CC(C)OC(C)C1 (stereo not given),94,-18,22,-5,95,96,98,97,nt,96,101
O=C(C1CCN(C2CCN(C/C=C/c3ccccc3)CC2)CC1)N1CCOCC1,96,1,-1,1,98,101,88,99,-6,96,107
COc1ccc(C(=O)CSc2nnc(CC(=O)Nc3ccccc3OC)n2C)cc1,95,26,24,0,99,98,98,102,nt,100,108
COc1ccc(/C=C(/NC(C)=O)C(=O)O)cc1,94,2,nt,0,95,95,101,95,nt,95,91
O=C(CCCSc1nc2ccccc2s1)NC1=NCCS1,98,-16,24,0,100,99,103,100,-1,101,102
Cc1ccc(NC(=O)CN2C(=O)COc3ccc(C)cc32)nc1,95,-31,nt,-5,96,94,101,94,nt,98,95
CCOC(=O)C1(Cc2ccccc2)CCCN(C2CCN(C(C)=O)CC2)C1 (stereo not given),98,-27,13,-1,99,103,98,103,0,99,107
CC(=O)C(/C=N/c1ncc(C(F)(F)F)cc1Cl)=C(\C)O,97,-20,-12,1,96,97,100,101,-7,93,102
C=C(C)CNC(=S)N/N=C(\C)c1cccc(NC(C)=O)c1,96,-64,1,0,97,97,101,100,1,98,101
Cc1ccc(C)c(NC(=S)N(CCc2ccncc2)C(C)C)c1,97,-35,12,0,99,101,98,102,-1,97,104
CCc1nc(SCC(=O)NNC(=O)C(C)C)c2ccccc2n1,95,0,-10,0,99,96,103,97,nt,97,97
CC(C)CNC(=O)NC(=O)COc1ncnc2sccc12,98,-15,-55,1,100,99,101,101,nt,99,100
CC(=O)CCc1oc2c([N+](=O)[O-])cccc2c1-c1ccc(C)o1,96,-15,12,6,95,96,105,96,8,97,94
CCCN1CCN(C(=O)c2cccc3c2C(=O)N(CCOC)C3)CC1,99,2,-10,-3,102,101,102,104,nt,102,101
CN1C(=O)CC(N2CCN(c3ccc(Cl)cc3)CC2)C1=O (stereo not given),100,-39,16,-1,102,100,103,101,-2,99,100
COc1cc(CCCN2C(=S)NC[C@H]2Cc2ccc(O)cc2)cc(OC)c1OC,96,-24,22,1,96,97,111,97,nt,97,99
O=C(N/N=C/c1ccc2c(c1)OCO2)c1sc2cc(Cl)ccc2c1Cl,95,51*,49,1,95,94,85,101,-3,104,94
COc1ccc(OC)c(NC(=O)CN2CCC(C(=O)c3ccc(C)cc3)CC2)c1,96,-22,10,0,96,94,98,96,-10,98,95
Cc1ccc(NC(=O)Cn2c(=O)n(CCCCC(=O)NCc3ccco3)c(=O)c3ccccc32)cc1,93,-15,-8,-1,97,97,100,99,0,95,100
O=C(Cn1c(=O)[nH]c2ccsc2c1=O)NC1CCCCC1,98,-25,20,-5,101,101,106,103,nt,101,100
Cc1c(C(=O)NCc2ccccc2)c(-c2ccccc2)nn1-c1ccccc1,95,-28,-14,-2,102,99,100,105,nt,105,104
Cc1ccc2nc(C)c(C(=O)NN=C3CCCCCC3)n2c1,96,-68,10,0,97,98,105,98,-6,95,103
COc1ccc(CN=C2NC(=O)CC(C(=O)Nc3ccc(F)cc3)S2)cc1 (stereo not given),99,-14,10,0,95,93,97,99,nt,99,96
Cc1cc(C(F)(F)F)n2ncc(-c3cccc(Br)c3)c2n1,100,-6,1,0,101,101,106,106,16,99,107
COc1cc(/C=N\NC(=O)c2ccc(=O)[nH]n2)cc(OC)c1OC,94,-16,6,1,93,94,92,96,10,95,95
O=C(NCCO)C1COc2ccccc2O1 (stereo not given),99,-25,0,-1,99,99,99,104,7,98,101
CSc1ncc(Cl)c(C(=O)Nc2sc3c(c2C(=O)NCc2ccco2)CCCC3)n1,100,0,-2,0,103,99,95,102,nt,102,100
Cc1c(Br)c(=O)oc2c(Br)c(O)c(O)cc12,90,-112,64*,8,91,91,42*,93,6,92,92
N#Cc1ccccc1NCc1ccccc1,99,-8,5,-1,98,101,102,101,nt,95,96
CCCCc1c(C)nc(Nc2ccc(OC)cc2)[nH]c1=O,98,-19,6,0,100,100,103,103,6,101,99
COCCNC(=O)C(C)Oc1ccccc1 (stereo not given),98,-30,7,0,102,100,100,100,12,96,109
COc1ccc(-c2nc(N3CCC(C)CC3)[nH]c(=O)c2C#N)cc1,93,-22,9,-1,102,102,97,98,nt,99,104
Cn1c(SCc2nc(-c3ccccc3)no2)nnc1-c1ccco1,100,-9,13,-3,103,106,89,105,nt,105,103
Cc1nn(C)cc1C(=O)NNC(=S)Nc1ccc(Cl)cc1,98,-61,8,-3,104,102,103,100,nt,102,103
CCn1c2ccc(C)cc2c2nc3cc(C(=O)O)ccc3nc21,?,-23,15,5,?,?,100,?,10,?,?
COc1c2ccoc2nc2c(OC)cccc12,100,2,12,0,100,98,98,102,nt,100,98
Cc1ccc([N+](=O)[O-])c(OCCN2CCNCC2)c1,98,14,37,-2,98,99,98,104,1,103,98
# Next structures:
SMILES,Rac1 mut GTP,Mcl1-Bid inh,Mcl1-Noxa inh,Mcl-1 Bim block,HRas wt GTP bind,Rab2 wt GTP,RGS8-Gao,Rac1 wt modul,Pf gamet viab,Cdc42 wt,Rab7 wt modul
Cc1cc(C)c2nc(NC(=O)C3CCCO3)sc2c1 (stereo not given),94,1,nt,-3,97,95,102,91,nt,99,95
Cc1ccc2c(c1)NC(=O)C(CC(=O)NCc1cccnc1)O2 (stereo not given),96,-6,11,1,95,95,161*[activator],100,nt,98,94
O=[N+]([O-])c1cc(C(F)(F)F)ccc1Sc1ccc2ccccc2n1,100,8,-3,-3,102,99,98,98,7,101,99
CCCS(=O)(=O)c1nc(C)cc(C)c1S(C)(=O)=O,101,1,11,0,97,96,101,101,17,97,97
COc1cccc(C(c2c(O)nc(SC)n(C)c2=O)c2c(O)nc(SC)n(C)c2=O)c1,96,-30,21,3,99,99,101,100,17,99,99
CCC(C)NC(=O)CSc1nnc(-c2ccoc2C)n1CC1CCCO1 (stereo not given),?,-2,-8,0,?,?,103,?,nt,?,?
COc1ccc(OC)c(-c2cc(C(=O)Nc3cc(C)n(Cc4ccc(Cl)cc4)n3)no2)c1,100,-4,3,-1,98,97,102,98,nt,99,96
Cc1nn(C)c(C)c1NC(=O)Nc1cccc(C(F)(F)F)c1,96,3,-8,-2,103,98,101,101,nt,102,102
C/C(=N\NC(=O)c1cccc([N+](=O)[O-])c1)c1cccc(NC(=O)C2CC2)c1,97,-28,-2,1,98,98,100,98,-25,95,103
CC(C)NC(=O)/C(C#N)=C/c1cccc(NC(=O)c2ccccc2Cl)c1,98,10,22,-11,99,100,98,104,0,98,99
Cc1cc(C(=O)OCC(=O)N(C)C2CCS(=O)(=O)C2)c(C)n1-c1ccccc1 (stereo not given),98,-56,-15,1,100,99,94,100,-19,100,94
CCN(CC)CCNC(=O)c1cccc(NC(=O)C(=O)c2ccccc2NC(C)=O)c1,97,-20,9,2,98,97,105,98,13,98,99
O=C1C(C=NCCCN2CCOCC2)=C(O)c2ccccc21,99,-8,3,5,102,102,113,100,0,103,98
O=C(CSc1nnc(SCc2ccc(Cl)cc2)s1)N1CCN(C(=O)c2ccco2)CC1,96,10,-5,0,97,97,99,98,nt,99,100
CC1C(O)=C(c2nc3ccccc3[nH]2)C(=N)N1c1ccccc1 (stereo not given),100,-101,-61,-4,99,98,101,100,0,100,101
O=C(CCN1CCN(c2ccccc2)CC1)NNC(=S)Nc1ccccc1,96,-81,-1,-2,100,99,105,101,19,99,105
COc1ccc2nc(SCC(=O)c3ccco3)[nH]c2c1,95,-3,25,0,101,98,101,96,-4,97,100
C/C(=N/NC(=O)c1sc(=S)n(C)c1C)c1ccccc1,101,-18,-14,-4,104,101,101,105,-7,103,101
Cc1cc(C)nc(SCC(=O)N2CCOCC2)n1,97,-16,-4,-1,97,97,102,95,nt,96,95
COc1cccc(Cn2cnc3c([N+](=O)[O-])c(C)c(C)cc32)c1,96,12,19,-2,99,98,102,102,-6,97,98
COc1ccc(O)c(-c2cn[nH]c2-c2cccs2)c1,99,-16,55*,-1,101,100,99,106,-17,102,99
O=C(Nc1ccc2c(c1)OCCO2)C1CCCN(S(=O)(=O)c2cccnc2)C1 (stereo not given),97,-13,9,-2,101,103,98,104,nt,102,102
COc1ccc(-n2cc(C#N)c(=O)[nH]c2=O)cc1,94,-11,19,0,94,95,104,97,18,94,95
O=C(CSc1nc(O)c(C2CCCCC2)c(=O)[nH]1)Nc1ccc(Cl)cc1,100,-55,0,-3,100,101,99,103,-20,103,97
